Screens: PubChem BioAssay, The Scripps Research Institute Molecular Screening Center
ZTA DNA inh = ZTA (EBV) inhibition in EBNA-1 counter-screen. ZTA-DNA binding, fluorescence polarization. inhibition, % at 11 µM. 320,000 tested, 0.15% active; in the data active = inhibition above about 33%
Target sequence (P03206 whole entry, looked up): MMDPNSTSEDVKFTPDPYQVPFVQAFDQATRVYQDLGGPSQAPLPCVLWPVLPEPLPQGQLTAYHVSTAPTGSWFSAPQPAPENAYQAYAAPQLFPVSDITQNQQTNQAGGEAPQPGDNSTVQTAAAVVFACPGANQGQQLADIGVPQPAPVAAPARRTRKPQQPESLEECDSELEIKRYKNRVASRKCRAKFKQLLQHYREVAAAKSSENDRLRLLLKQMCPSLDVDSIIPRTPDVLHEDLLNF
EBNA-1 inh = EBNA-1 DNA-binding inhibitors, primary screen, biochemical, fluorescence polarization | inhibition, % at 14.8 µM | 300,000 tested, 0.34% active | AID 1950, 2009; in the data active = inhibition above about 28%
PAD4 inh = human PAD4 inhibitors, primary screen, biochemical, fluorescence polarization, 1536-well format; Protein-arginine deiminase type-4 (Homo sapiens), Q9UM07; recombinant PAD4, RCA probe fluorescence polarization; inhibition, % at 6.36 µM; 330,000 tested, 0.41% active; AID 485272, 2010;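 active = percent inhibition above a cutoff equal to the mean of all tested compounds plus 3 SD, cut at about 15% in these data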;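 note: 0% = PAD4 with RCA probe and DMSO and 100% = probe without PAD4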
LYPLA2 inh = LYPLA2 inhibitors, primary screen, counter-screen for PME1 inhibitor project, biochemical, fluorescence polarization, FP-Rh probe ABPP | inhibition, % at 5.9 µM | AID 2177, 2009 | 320,000 tested, 0.38% active | recombinant LYPLA2 | Acyl-protein thioesterase 2 (Homo sapiens), O95372;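 active = inhibition above the screen-wide mean plus 3 SD, limit set per campaign, cut at about 26% in these data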;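 note: 0% = LYPLA2 with DMSO and 100% = wells lacking LYPLA2 enzyme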
LYPLA1 inh = LYPLA1 inhibitors, primary screen, counter-screen for PME1 inhibitor project, biochemical, fluorescence polarization, FP-Rh probe ABPP; Acyl-protein thioesterase 1 (Homo sapiens), O75608; inhibition, % at 5.9 µM; recombinant LYPLA1; 320,000 tested, 0.16% active;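 active = inhibition above the mean of all tested compounds plus 3 SD, set per campaign, cut at about 14% in these data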;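 note: inhibitors block serine hydrolase probe labeling of LYPLA1 so polarization falls; 0% = enzyme with DMSO and 100% = wells lacking LYPLA1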
GSTO1 counter = inhibitors of recombinant GSTO1, primary screen, counter-screen for RBBP9 inhibitor project, biochemical, fluorescence polarization. Glutathione S-transferase omega-1 (Homo sapiens), P78417. activity-based probe fluorescence polarization. inhibition, % at 5.96 µM. 300,000 tested, 1.1% active;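 active = inhibition above the campaign mean inhibition plus 3 SD, cut at about 35% in these data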;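 note: 0% = GSTO1-1 with DMSO and 100% = wells lacking GSTO1-1 enzyme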
PREPL inh = PREPL enzyme inhibitors, primary screen, biochemical, fluorescence polarization; AID 2751, 2010; inhibition, % at 5.96 µM; 320,000 tested, 0.68% active; recombinant PREPL, fluorescence polarization activity-based probe; Prolyl endopeptidase-like (Homo sapiens), Q4J6C6; in the data active = inhibition above about 43%;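 note: 0% = enzyme with DMSO and 100% = wells lacking enzyme; many of its hits are not listed in these tables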
Target sequence (Q4J6C6 whole entry, looked up): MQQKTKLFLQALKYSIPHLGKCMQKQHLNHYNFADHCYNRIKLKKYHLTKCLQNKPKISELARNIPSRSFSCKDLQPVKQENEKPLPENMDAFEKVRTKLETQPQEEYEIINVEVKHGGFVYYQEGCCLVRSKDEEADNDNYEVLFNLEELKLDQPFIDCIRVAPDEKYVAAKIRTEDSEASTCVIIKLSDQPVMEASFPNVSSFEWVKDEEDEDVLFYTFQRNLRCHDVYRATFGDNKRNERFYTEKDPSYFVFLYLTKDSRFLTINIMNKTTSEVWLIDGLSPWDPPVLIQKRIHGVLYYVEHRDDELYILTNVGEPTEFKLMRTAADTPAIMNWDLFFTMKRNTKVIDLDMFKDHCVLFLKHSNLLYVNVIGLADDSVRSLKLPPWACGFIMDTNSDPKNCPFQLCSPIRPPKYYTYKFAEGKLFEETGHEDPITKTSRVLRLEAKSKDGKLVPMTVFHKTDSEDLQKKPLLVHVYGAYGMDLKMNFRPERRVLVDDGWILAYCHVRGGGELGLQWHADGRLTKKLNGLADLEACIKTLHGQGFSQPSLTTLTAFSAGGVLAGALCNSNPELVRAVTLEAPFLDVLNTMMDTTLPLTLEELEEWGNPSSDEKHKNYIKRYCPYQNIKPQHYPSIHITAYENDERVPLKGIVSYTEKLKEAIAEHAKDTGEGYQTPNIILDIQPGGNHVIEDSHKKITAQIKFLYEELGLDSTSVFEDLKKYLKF
PAFAH1B3 inh = PAFAH1B3 enzyme inhibitors, primary screen, biochemical, fluorescence polarization, human; Platelet-activating factor acetylhydrolase IB subunit alpha1 (Homo sapiens), Q15102; recombinant PAFAH1B3, FP-rhodamine probe; inhibition, % at 3.39 µM; 340,000 tested, 0.28% active;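 active = inhibition above the screen-wide average of all tested compounds plus 3 SD, cut at about 25% in these data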;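 note: 0% = enzyme with DMSO only and 100% = wells lacking PAFAH1B3 protein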
PAFAH2 inh = PAFAH2 enzyme inhibitors, primary screen, biochemical, fluorescence polarization, human; Platelet-activating factor acetylhydrolase 2, cytoplasmic (Homo sapiens), Q99487; recombinant PAFAH2, FP-rhodamine activity probe; inhibition, % at 3.39 µM; 340,000 tested, 0.99% active; AID 492956, 2010;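 active = inhibition above the mean over all tested compounds plus 3 SD, cut at about 30% in these data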;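 note: inhibitors block probe labeling of enzyme so polarization drops; 0% = enzyme with DMSO and 100% = wells lacking PAFAH2 protein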
* hit, by the source's call; . = not tested or not shown. An excerpt (hit frequency here may not be typical).

SMILES	ZTA DNA inh	EBNA-1 inh	PAD4 inh	LYPLA2 inh	LYPLA1 inh	GSTO1 counter	PREPL inh	PAFAH1B3 inh	PAFAH2 inh
O=c1cc(CN2CCN(c3ccccc3)CC2)c2cc(O)c(-c3ccccc3)cc2o1	3	8	-7	-4	-3	5	7	-2	-5
Cc1ccc(Cn2nnc(C(=O)Nc3cccc(C)c3C)c2N)cc1	9	0	-5	-3	-1	-4	2	-4	8
Cc1ccnc(SCCn2c(N(C)Cc3ccccc3)nc3c2c(=O)n(C)c(=O)n3C)n1	1	1	1	5	-1	4	6	1	2
Fc1ccc(CN2CCCCCC2)c(F)c1	-16	4	1	3	1	3	11	0	-5
COc1ccccc1N1CCN(C(=O)/C=C/c2ccccc2)CC1	-1	12	-3	9	5	0	5	8	17
O=C(Nc1nncs1)c1cc2c(s1)CCC2	3	-2	-1	4	0	-5	-2	5	6
COc1cc(C(=O)Cc2nc3ccccc3n2C)cc(OC)c1OC	-6	-3	4	0	0	9	7	3	-2
Cc1ccc(OCCNC(=O)C(=O)NCc2ccco2)cc1	-17	-10	-9	0	-2	1	-3	6	-1
O=C(Cc1ccc(F)cc1)Nc1nc(-c2ccc(F)cc2)cs1	6	-2	-6	5	-3	2	-21	-1	-2
Cc1cc(C)n2nc(SCC(=O)Nc3ccc(F)cc3)nc2n1	-1	-1	-3	0	2	0	7	0	4
Cc1cccc(N(CC(O)CN(C)C)S(=O)(=O)c2ccccc2)c1 (configuration not stated)	14	-12	0	3	2	-4	-24	2	0
CCOC(=O)CC(C#N)c1c[nH]c2ccccc12 (configuration not stated)	0	5	4	-5	0	2	-11	12	-19
Cc1ccc(CS(=O)(=O)CCC(=O)NCCCN2CCCC2=O)cc1	-18	-2	-9	4	2	0	12	6	3
CCOC(=O)C1C(c2ccccc2Cl)NC(=O)N(C)C1(O)C(F)(F)F (configuration not stated)	-1	-15	-7	2	1	1	17	7	-2
N/C(=N\OC(=O)c1ccccc1Cl)c1ccccn1	0	5	-3	-2	-4	1	3	4	18
Cc1noc(C)c1CSCC(=O)N(C)CC(=O)Nc1ccc(F)cc1	-12	-16	-7	2	3	-4	3	8	6
O=C(CN(CC1CCCO1)C(=O)CCC(=O)Nc1nccs1)NCc1ccccc1 (configuration not stated)	-27	1	4	5	-3	1	2	2	-2
C/C(=N\N=C\c1ccccc1)c1nnn(-c2nonc2N)c1C	12	6	-2	-2	0	-1	-4	3	6
COc1cc(OC)c(OC)cc1CN1CCc2ccccc2C1	-2	-10	-4	-3	-1	7	9	3	1
CN1CCN(C(=O)c2cc3nc(-c4ccccc4)cc(-c4ccccc4)n3n2)CC1	6	-4	-1	0	-3	0	21	1	-4
CCc1ccc(CN2CCCC(C(=O)N3CCCCC3)C2)cc1 (configuration not stated)	-7	-5	2	-4	1	-3	22	-2	-1
Cc1sc(N(C(=O)CCc2ccccc2)c2ccc(C(=O)O)cc2)nc1-c1ccccc1	-2	5	-2	2	3	-24	-9	7	4
O=C(COC(=O)c1nn(-c2ccccc2)c(=O)c2ccccc12)NC1CCS(=O)(=O)C1 (configuration not stated)	2	-9	-6	-2	3	-9	15	1	2
Nc1ccc(-c2nc(-c3ccccc3)nc3ccccc23)cc1	15	1	-7	-5	-4	-1	2	5	5
COc1ccc(C2C(C(=O)N3CCOCC3)=C(C)NC3=C2C(=O)CC(C)(C)C3)c(OC)c1 (configuration not stated)	-4	-13	-4	-4	-4	0	-3	1	-8
CN1CCN(CCCNC(=O)c2ccc3c(c2)N(Cc2ccc(F)cc2)CCS3)CC1	-5	-9	1	5	-1	1	44*	7	3
O=C(CCN1CCN(CCO)CC1)Nc1ccc(Br)cc1	14	2	-4	-2	1	4	3	0	-6
COC(=O)c1ccc2c(=O)n(CCCCCC(=O)NCCNC(C)=O)c(=O)[nH]c2c1	8	8	0	-2	2	-2	-3	11	4
CCOC(=O)N1CCC(N2CC34C=CC(O3)C(C(=O)Nc3ccc(OCC)cc3)C4C2=O)CC1 (configuration not stated)	-6	-5	1	-3	-2	-2	13	9	1
O=C(CNC(=O)c1ccc(Cl)cc1Cl)OCN1C(=O)c2ccccc2C1=O	-12	-7	-2	5	1	27	13	4	1
CCCN(CCC)CCCNC(=O)c1cc2c(=O)n(C)c3ccccc3c2n1C	2	1	1	3	3	5	-39	7	2
Cn1c(NNC(=O)C2CCCCC2)cc(=O)n(C)c1=O	3	6	-2	11	3	-1	11	6	5
CN(C(=O)CSc1nc2ccccc2c(=O)n1-c1ccccc1F)C1CCS(=O)(=O)C1 (configuration not stated)	.	.	4	.	.	.	1	6	6
CC(C)c1nnc(NC(=O)CSc2nnc(NC(=O)c3c(F)cccc3F)s2)s1	-3	14	1	5	4	-3	23	20	0
Cc1ccc(S(=O)(=O)NC2CC(=O)N(c3ccc4c(c3)OCCO4)C2)cc1 (configuration not stated)	-2	10	-2	-1	0	2	-10	3	2
Cc1ccc(NC(=O)CN(C)C(=O)C2CC(=O)N(Cc3ccccc3)C2)cc1 (configuration not stated)	-6	1	-3	5	1	1	-6	6	-3
COc1nc(SCC(=O)Nc2ccccc2Cl)nc(N(C)C)n1	-10	10	4	-2	2	2	-4	3	-5
COc1ccc(C(=O)NN/C(C)=C/C(=O)c2ccccc2)cc1	-8	4	-5	1	-2	3	8	10	2
Cc1cc(C(=O)c2cnc(/N=C/N(C)C)s2)cc(C)c1O	-10	-23	-5	1	3	9	4	7	0
O=C1CC(SC2=NCCS2)C(=O)N1c1cccc(Cl)c1Cl (configuration not stated)	-4	-10	1	6	-2	-27	21	5	1

Ten of the compounds above, as comma-separated lines.
SMILES,ZTA DNA inh,EBNA-1 inh,PAD4 inh,LYPLA2 inh,LYPLA1 inh,GSTO1 counter,PREPL inh,PAFAH1B3 inh,PAFAH2 inh
COC(=O)c1ccc2c(=O)n(CCCCCC(=O)NCCNC(C)=O)c(=O)[nH]c2c1,8,8,0,-2,2,-2,-3,11,4
CCOC(=O)N1CCC(N2CC34C=CC(O3)C(C(=O)Nc3ccc(OCC)cc3)C4C2=O)CC1 (configuration not stated),-6,-5,1,-3,-2,-2,13,9,1
O=C(CNC(=O)c1ccc(Cl)cc1Cl)OCN1C(=O)c2ccccc2C1=O,-12,-7,-2,5,1,27,13,4,1
CCCN(CCC)CCCNC(=O)c1cc2c(=O)n(C)c3ccccc3c2n1C,2,1,1,3,3,5,-39,7,2
Cn1c(NNC(=O)C2CCCCC2)cc(=O)n(C)c1=O,3,6,-2,11,3,-1,11,6,5
CN(C(=O)CSc1nc2ccccc2c(=O)n1-c1ccccc1F)C1CCS(=O)(=O)C1 (configuration not stated),.,.,4,.,.,.,1,6,6
CC(C)c1nnc(NC(=O)CSc2nnc(NC(=O)c3c(F)cccc3F)s2)s1,-3,14,1,5,4,-3,23,20,0
Cc1ccc(S(=O)(=O)NC2CC(=O)N(c3ccc4c(c3)OCCO4)C2)cc1 (configuration not stated),-2,10,-2,-1,0,2,-10,3,2
Cc1ccc(NC(=O)CN(C)C(=O)C2CC(=O)N(Cc3ccccc3)C2)cc1 (configuration not stated),-6,1,-3,5,1,1,-6,6,-3
COc1nc(SCC(=O)Nc2ccccc2Cl)nc(N(C)C)n1,-10,10,4,-2,2,2,-4,3,-5

Remaining list, next part:
SMILES	ZTA DNA inh	EBNA-1 inh	PAD4 inh	LYPLA2 inh	LYPLA1 inh	GSTO1 counter	PREPL inh	PAFAH1B3 inh	PAFAH2 inh
CCOc1ccc(CC(C(=O)NN)C(=O)NN)cc1CN(C)C	-10	-7	-5	2	0	7	15	-1	4
CCOC(=O)c1c(NC(=O)Cn2nc(C(=O)O)c3ccccc3c2=O)sc(CC)c1C	36*	-1	-1	-10	-3	12	4	2	-3
COc1ccc(N2CCN(C(=O)NC3CCCCC3)CC2)cc1	4	-11	-5	-1	3	-2	5	-1	-4
Cn1nc(C(F)(F)F)c(C(=O)Nc2cccc(C(F)(F)F)c2)c1SCc1ccc(Cl)cc1	2	-13	-4	-39	-27	20	-18	-3	-28
COc1ccccc1NS(=O)(=O)c1ccc(C)c(C(=O)NCCCN2CCCC2=O)c1	4	-18	1	-3	-1	9	15	1	5
C=CCOCC(O)CS(=O)(=O)Cc1ccc(Cl)cc1 (configuration not stated)	17	8	2	2	2	0	5	-1	7
O=C(O)Cc1ccc2[nH]c3ccc(CC(=O)O)cc3c2c1	-3	-9	1	-2	-1	9	11	7	4
CCC(C)(C)n1nnnc1C(c1ccc(C)cc1)N1CCCC1 (configuration not stated)	-8	5	2	3	1	3	9	7	2
Cn1c(N)c(C(=O)N/N=C/c2ccccc2)sc1=S	-9	10	-9	3	3	6	5	12	5
O=C(O)CCc1nn2c3ccccc3n(Cc3ccccc3F)c2nc1=O	19	4	10	0	2	-8	19	-1	-2
O=[N+]([O-])/C(=C\Nc1ccccc1)S(=O)(=O)c1ccccc1	-12	-7	6	2	4	0	2	9	2
O=C(Cc1ccccc1)c1c[nH]c(C(=O)O)c1	0	-6	2	5	3	9	6	3	2
CCc1ccccc1N(CC(=O)N/N=C/c1ccc(OC(=O)OC)c(OC)c1)S(C)(=O)=O	-7	-16	-4	8	2	5	9	13	1
Cn1ccnc1C1CCCCN1C(=O)c1cc(COc2ccc(F)cc2Cl)on1 (configuration not stated)	0	6	-3	1	-1	-7	14	.	.
Cc1nc(NCCc2ccc(S(N)(=O)=O)cc2)c2c3c(sc2n1)CCC3	4	-6	-5	3	-3	-5	13	6	0
Cc1ccccc1NC(=S)NCC(c1cccnc1)N(C)C (configuration not stated)	-9	-6	-2	8	1	-7	5	4	-5
COc1cc(OC)c(C(=O)OCC(=O)Nc2c(C)n(C)n(-c3ccccc3)c2=O)cc1OC	11	.	-2	0	0	.	4	7	-5
COc1cc(C(=O)OCCCN2CCCN(CCCOC(=O)c3cc(OC)c(OC)c(OC)c3)CC2)cc(OC)c1OC	3	-2	-7	3	-2	0	14	9	4
CCOc1ccc(NC(=O)c2cc3c(C)nc4ccccc4c3o2)cc1	-9	-3	-5	1	2	1	4	7	-1
COCCCN1C(=O)c2ccc(C(=O)OCC(=O)NCc3ccccc3OC)cc2C1=O	1	1	0	-6	0	-1	4	8	6
CC1CN(CCCSc2ccc(Cl)cc2)CC(C)O1 (configuration not stated)	1	-6	2	7	3	6	22	3	3
CCOC(=O)Nc1ccc(Cc2ccncc2)cc1	11	-7	-3	-1	-5	8	-2	12	-3
NC(=O)c1cnn(C2CCS(=O)(=O)C2)c1 (configuration not stated)	7	5	2	2	2	6	10	2	0
CN(CC(=O)Nc1ccc(OC(F)(F)F)cc1)S(=O)(=O)c1cnc[nH]1	9	-12	1	-6	-2	5	-1	6	-1
